KCNQ2 block: KCNQ2 channel blockers in CHO-K1 cells – cell-based, FluxOR thallium flux, B-score, primary screen (AID 2156) | hit rate 1.1% among 310,000 | B-score at 10 µM | 20 min; hits give low values | O88943;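 active means fluorescence ratio B-score at most minus 3 library SDs, with starting brightness B-score within 2 library SDs, cut at about -5.5 in these data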
Kir21 block: blocks the mouse Kir2.1 inward-rectifier potassium channel; P35561; B-score at 10 µM; hit rate 0.85% among 310,000; HEK293-Kir2.1, FluxOR thallium flux fluorescence; hits give low values;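 active means fluorescence ratio B-score at or below minus 3 SD of library scores, with starting-brightness B-score within 2 SD, cut at about -4.2 in these data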;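 further: channel flux triggered by added potassium and thallium sulfate stimulus; B-score of peak minus minimum fluorescence over baseline after thallium stimulus; more negative B-score means stronger Kir2.1 block with less thallium influx; some compounds called inactive have numbers as strong as hits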
Target sequence (P35561 whole entry, looked up): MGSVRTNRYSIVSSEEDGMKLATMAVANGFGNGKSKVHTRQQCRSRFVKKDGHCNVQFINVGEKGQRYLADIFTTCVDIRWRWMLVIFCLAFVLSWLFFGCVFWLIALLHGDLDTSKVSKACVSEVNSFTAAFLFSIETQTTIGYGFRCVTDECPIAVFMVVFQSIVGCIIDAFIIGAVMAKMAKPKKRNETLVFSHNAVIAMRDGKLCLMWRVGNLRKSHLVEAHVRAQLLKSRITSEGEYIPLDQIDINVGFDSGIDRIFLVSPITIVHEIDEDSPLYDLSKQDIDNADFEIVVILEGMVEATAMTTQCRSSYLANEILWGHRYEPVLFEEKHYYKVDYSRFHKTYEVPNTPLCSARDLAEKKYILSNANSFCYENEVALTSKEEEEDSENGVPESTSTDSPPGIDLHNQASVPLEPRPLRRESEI
An asterisk follows results filed as active; i = inactive.

Preview, 6 compounds:
smiles | KCNQ2 block | Kir21 block
CCOC(=O)Cc1csc(NC(=O)Cc2ccccc2)n1 | i | -0.62
CCCn1c(N)cc(=O)n(C)c1=O | i | 0.39
CCNC(=O)C1CCCN1C(=O)C(CCCN=C(N)N)NC(=O)C(CC(C)C)NC(=O)C(Cc1cn(Cc2ccccc2)cn1)NC(=O)C(Cc1ccc(O)cc1)NC(=O)C(CO)NC(=O)C(Cc1c[nH]c2ccccc12)NC(=O)C(Cc1cnc[nH]1)NC(=O)C1CCC(=O)N1 (stereo not drawn) | i | -0.56
CC(C)CC(NC(=O)C1CCC(C)CC1)C(=O)NCc1ccco1 (stereo not drawn) | i | -0.35
Cc1c(NC(=S)N2CCN(c3cccc(Cl)c3)CC2)c(=O)n(-c2ccccc2)n1C | i | 0.48
CNC(=S)N/N=C(\C)c1ccc(C)c(C)c1 | i | 0.04

The list itself, previewed entries included:
smiles | KCNQ2 block | Kir21 block
CCOC(=O)Cc1csc(NC(=O)Cc2ccccc2)n1 | i | -0.62
CCCn1c(N)cc(=O)n(C)c1=O | i | 0.39
CCNC(=O)C1CCCN1C(=O)C(CCCN=C(N)N)NC(=O)C(CC(C)C)NC(=O)C(Cc1cn(Cc2ccccc2)cn1)NC(=O)C(Cc1ccc(O)cc1)NC(=O)C(CO)NC(=O)C(Cc1c[nH]c2ccccc12)NC(=O)C(Cc1cnc[nH]1)NC(=O)C1CCC(=O)N1 (stereo not drawn) | i | -0.56
CC(C)CC(NC(=O)C1CCC(C)CC1)C(=O)NCc1ccco1 (stereo not drawn) | i | -0.35
Cc1c(NC(=S)N2CCN(c3cccc(Cl)c3)CC2)c(=O)n(-c2ccccc2)n1C | i | 0.48
CNC(=S)N/N=C(\C)c1ccc(C)c(C)c1 | i | 0.04
Cc1ccc(SCc2nc(-c3cccnc3)no2)cc1 | i | -1.5
CCOC(=O)C1(CCCc2ccccc2)CCN(C(=O)C2CCCO2)CC1 (stereo not drawn) | i | -1.9
Cc1cc(NC(=O)c2ccc3c(c2)OCCO3)ccc1NC(=O)c1ccco1 | i | -0.4
Cc1nnc(NC(=O)c2sc3nc(-c4cccs4)cc(C(F)(F)F)c3c2N)s1 | i | 0.02
O=c1cc(O)nc(SCc2ccccc2)n1-c1ccc(F)cc1 | i | 0.11
COc1ccc(-c2nc(CS(=O)CC(=O)NCCCN3CCOCC3)c(C)o2)cc1OC (stereo not drawn) | i | 0.44
COc1ccc(CC(=O)Nc2cccc(-c3nnc(-c4cccc(C)c4)o3)c2)cc1OC | -7* | 0.82
O=c1c2sccc2nc(SCc2ccc([N+](=O)[O-])cc2)n1Cc1ccccn1 | i | -1.6
CCCCCCNC(=O)c1cccc(-c2ccc(C)c3ccccc23)n1 | i | 1.4
CCCC(C)NC(=O)c1cc(C(=O)OC)cc([N+](=O)[O-])c1 (stereo not drawn) | i | -1.9
COc1ccc(-c2cn(CCCOCc3ccccc3)nn2)cc1 | i | -0.52
CC(=O)c1c(C)[nH]c(C(=O)N2CCN(C(=O)c3ccco3)CC2)c1C | i | 0.05
CC(=O)n1cc([C@@H]2C=C(C(=O)N3CCOCC3)O[C@H](OCc3ccc(CO)cc3)C2)c2ccccc21 | i | 1.1
COc1ccc(-c2ccc(SCC(=O)N3CC(=O)Nc4ccccc43)nn2)cc1 | i | 2
O=C(O)CCCC(=O)N1CCN(c2nc(-c3ccccc3)c3ccccc3n2)CC1 | i | -0.07
CCCCNc1nc(N)nc(-c2cc(Cl)ccc2O)n1 | i | 0.87
O=C1Nc2cc(C(=O)N3CCOCC3)ccc2SC1N1CCOCC1 (stereo not drawn) | i | -0.9
CCCn1cnc2cc(NCc3ccccn3)ccc21 | i | -0.25
O=C1c2ccccc2C(Nc2ccc3c(c2)OCCO3)N1Cc1ccccc1 (stereo not drawn) | i | -1.1
CCCCOc1ccc(N(CC(=O)NCCOC)C(=O)CCC(=O)Nc2ccccn2)cc1 | i | -0.23
O=S(=O)(Nc1nc2cc3c(cc2nc1Cl)OCCO3)c1ccccc1 | i | -0.63
CC(C)CN(CC(C)C)C(=O)COc1ccccc1C(N)=O | i | -0.61
O=C(NC1CCCCCC1)C1CCCN(S(=O)(=O)c2cccs2)C1 (stereo not drawn) | i | 0.55
COC(=O)c1ccccc1NC(=O)Nc1ccc(Br)cn1 | i | 0.41

Next part (two carried over from the part before).
smiles | KCNQ2 block | Kir21 block
O=C(NC1CCCCCC1)C1CCCN(S(=O)(=O)c2cccs2)C1 (stereo not drawn) | i | 0.55
COC(=O)c1ccccc1NC(=O)Nc1ccc(Br)cn1 | i | 0.41
COc1ccc(S(=O)(=O)NNC(=O)c2sccc2-n2cccc2)cc1 | i | -0.35
CCCCn1c(N)c(N(CCOC)C(=O)C2CC(=O)N(Cc3ccc(C)cc3)C2)c(=O)[nH]c1=O (stereo not drawn) | i | -0.05
O=C(COc1ccccc1[N+](=O)[O-])NC1CC1 | i | -0.21
O=c1c2[nH]c3cccc(Cl)c3c2ncn1Cc1ccncc1 | i | 1.8
CC(=O)NCc1ccc(S(=O)(=O)N/N=C/c2ccc(Br)cc2)cc1 | i | -1.3
O=C(CCCNS(=O)(=O)c1cccc2nsnc12)NCc1ccc(Cl)cc1 | i | 0.2
COc1cc(C(=O)N2CCN(C3CCCCC3)CC2)cc(OC)c1OC | i | 0.88
COc1ccc(NC(=O)CN(C2CCCCC2)S(C)(=O)=O)cc1Cl | i | 1.3
O=C(CCc1nnc(-c2ccc3c(c2)OCO3)o1)NCCc1ccccc1F | i | -0.61
CC1CCC(NC(=O)CCCCn2c(=O)[nH]c3ccsc3c2=O)CC1 (stereo not drawn) | i | -0.54
COc1ccc(/C=C2\Sc3ccc(C(=O)NCCN4CCCCCC4)cc3N(C)C2=O)cc1 | -6.4* | -3.3
O=C(OCC1OC(n2cnc3c(N(C(=O)c4ccccc4)C(=O)c4ccccc4)ncnc32)C(O)C1F)c1ccccc1 (stereo not drawn) | i | 0.38
COc1ccc(CC(=O)NNC2=Nc3cccc4cccc2c34)cc1OC | i | -0.38
Nc1ncc2c(n1)CCN(c1ccc([N+](=O)[O-])cc1)C2 | i | -0.82
CN(Cc1c(C(=O)N/N=C/c2c(F)cccc2Cl)nnn1-c1nonc1N)c1ccccc1 | i | -1.5
CCOc1ccc(NC(=O)COC(=O)Cn2cnnn2)cc1OCC | i | 0.64
COc1ccccc1C(=O)Nc1ccc2c(c1)n(C)c(=O)n2C | i | 0.38
CCOc1ccc(CN2CCNC(=O)C2CC(=O)NCC2CCOCC2)cc1 (stereo not drawn) | i | -0.63
COc1ccc(OC)c(S(=O)(=O)Nc2c(NC3CCCCC3)c3ccccc3oc2=O)c1 | i | -0.1
O=C(C1CC1)N1CCc2cc(Br)cc(S(=O)(=O)N3CCCCCC3)c21 | i | -0.46
COc1ccc(/C=C/C(=O)Nc2ccc3c(c2)OCCO3)cc1OC | i | 0.68
COc1ccc(NC(=O)CN(C)CC(=O)Nc2ccc(Cl)cc2F)cc1 | i | -1.9
COc1cccc(C2c3c(oc4ccccc4c3=O)C(=O)N2CCCN(C)C)c1OC (stereo not drawn) | i | -2.1
COc1ccccc1NC(=S)NC(NC(=O)c1ccco1)C(Cl)(Cl)Cl (stereo not drawn) | i | 0.88
CCN1C(=O)N[C@@H](CCc2ccccc2)C(C(C)=O)=C1C | i | -0.58
Cc1cc(-n2c(C)cc(C(=O)CSc3nnnn3-c3ccc(Cl)cc3)c2C)no1 | i | -0.04
O=C(c1cccc(Cl)c1)C1CCCN(S(=O)(=O)c2ccccc2)C1 (stereo not drawn) | i | -0.2
Oc1cccc(/C=N/NC(=S)NCCN2CCOCC2)c1O | i | 2
Cc1cccc(OCC(=O)NCCCNC(=O)c2ccco2)c1 | i | 2
CC12CCC(C(=O)NCc3ccccn3)(OC1=O)C2(C)C (stereo not drawn) | i | -1.4
O=C(NC1CCCCC1)C(c1ccc(F)cc1)N(Cc1ccc2c(c1)OCO2)C(=O)c1cnsn1 (stereo not drawn) | i | 0.19
O=S(=O)(N/N=C/c1ccccc1OCc1ccc(Cl)cc1)c1ccccc1 | i | 1.2
Cc1ccc(C(=O)NC(=S)Nc2ccccc2C(F)(F)F)cc1 | i | 2.1
Cc1ccc(NC(=O)CCNC(=O)c2ccc(Br)cc2)nc1 | i | -0.13
COc1cccc(NC(=O)CN2C(=O)c3cccnc3Oc3ccc(Cl)cc32)c1 | i | 0.86
Cc1cc(NC(=O)c2ccc3nc(-c4ccccc4)c(-c4ccccc4)nc3c2)no1 | i | 1.4
CCOC(=O)Cc1[nH]nc2c1C(Cc1ccccc1)C(C#N)=C(N)O2 (stereo not drawn) | i | 1.2
O=C(Nc1ccc(Cl)cc1F)C1CC1c1ccccc1 (stereo not drawn) | i | -0.07
Cc1ccc(C(=O)c2cn[nH]c2-c2cc(Cl)ccc2O)cc1 | i | 0.25
O=C(NCCCN1CCOCC1)c1ccc(/C=C2\Oc3ccccc3N(Cc3ccccc3F)C2=O)cc1 | i | 1.1
CN1CCN(NC(=O)CN2C(=O)/C(=C/c3ccccc3Cl)SC2=S)CC1 | i | 1.2
N#Cc1ccc(CN2CCN(C(=O)CC(NC(=O)c3ccccc3)c3ccccc3)CC2)cc1 (stereo not drawn) | i | 0.05
COc1ccc(C2C(C(=O)c3ccco3)=C(O)C(=O)N2Cc2cccnc2)cc1OC (stereo not drawn) | i | 0.85
Cc1cccc(NC(=O)C(C)SCc2nc3sc(C)c(C)c3c(=O)[nH]2)n1 (stereo not drawn) | i | 2
N#Cc1sc2nc(-c3cccs3)cc(-c3ccc(F)cc3)c2c1N | i | 0.5
Cc1sc2c(c1C)c(=O)n(-c1cccc(C(F)(F)F)c1)c(=O)n2CC(=O)NCc1ccco1 | i | -0.03
COCc1nnc(NC(=O)CSc2ccc(C)cc2)s1 | i | -0.29
COc1cccc(CN(C(=O)c2ccccc2Cl)C2CCS(=O)(=O)C2)c1 (stereo not drawn) | i | 0.01
CCOc1ccc(CCNC(=O)COC(=O)Cn2cnc3c2c(=O)n(C)c(=O)n3C)cc1OCC | i | -0.98
O=C(O)/C=C/c1ccc(OCc2cccc(F)c2)cc1 | i | -0.85
CCCc1c(C(=O)Nc2ccc(N3CCOCC3)cc2)cnn1-c1ccccc1 | i | -0.05
N=Nc1c(O)n(CC(=O)Nc2ccccc2)c2ccccc12 | i | -1.3
Clc1ccc(-c2nnc(-c3ccc(Br)cc3)c(N3CCSCC3)n2)cc1 | -7* | -0.67
Cc1nn(-c2ccccc2)c(Cl)c1/C=C/C(=O)c1ccc(O)cc1 | i | 0.01
COn1c2c(c3c4nonc4ccc31)CCCC2 | i | -0.97
O=C(c1ccc(Cl)cc1)C1C2C(=O)N(c3ccccc3)C(=O)C2C2CCCN21 (stereo not drawn) | i | -2.1
O=C(NCc1ccc(Cl)cc1)C1CCN(C(=O)Cc2ccccc2)CC1 | i | -0.94
O=C(CSc1nccn1Cc1ccco1)Nc1ccccc1 | i | 2.1
COc1cccc(OCc2nc3ncc(Br)cc3[nH]2)c1 | i | 0.05
CC(=O)NS(=O)(=O)c1ccc(N2C(=O)c3ccccc3C2=O)cc1 | i | -0.5

More structures follow:
smiles | KCNQ2 block | Kir21 block
O=[N+]([O-])c1ncc(Br)cc1Nc1ccccc1 | i | 0.16
CC(CC(C)C(=O)N1CCOCCN(C(=O)C(C)CC(C)C(=O)O)CCOCC1)C(=O)O (stereo not drawn) | i | -2.8
CSc1ccc(/C=N/NC(=O)c2ccc(O)cc2)cc1 | i | -0.25
Cc1ccc(-n2nnnc2SCC(=O)Nc2ccc3c(c2)OCCO3)cc1C | i | -0.03
CN(C)c1ccc(/C=N/n2c(-c3ccccc3Br)n[nH]c2=S)cc1 | i | 0.45
CCc1noc(C)c1C(=O)N1CCSC1=Nc1cccc(Cl)c1C | i | -3.5
CCOc1ccc(S(=O)(=O)N(C)CC(=O)N2CCCC2)cc1 | i | 0.89
CSc1nnc2n(Cc3ccccc3)c(=O)c3c4c(sc3n12)COC(C(C)C)C4 (stereo not drawn) | i | 1.2
CCn1c(SCC(=O)NCc2ccc(F)cc2)nc2c(c1=O)SC(C)C2 (stereo not drawn) | i | -2.9
CN(Cc1ccccc1)C(=O)c1ccccc1-c1ccccc1 | i | -2.7
O=C(NNc1ccccn1)C(=O)NNS(=O)(=O)c1ccc(Cl)cc1 | i | 0.42
COc1ccc(S(=O)(=O)Cc2ccc(C(=O)NC3CC3)o2)cc1 | i | -1
CCOc1ccc(/C=N/OCC(=O)NCc2cccs2)cc1 | i | 1.1
CC(=O)NCCc1nc2ccccc2n1CCOc1ccc(C)cc1 | i | -0.04
Cc1ccc(/C=N/NC(=O)C2(O)c3ccccc3-c3ccccc32)o1 | i | -0.48
O=C(N=Nc1c(O)[nH]c2ccccc12)c1cccc(S(=O)(=O)N2CCCCC2)c1 | i | 1.1
CNC(=O)c1ccsc1NC(=O)c1ccc(S(=O)(=O)N2CCCc3ccccc32)cc1 | i | -1.6
N/C(=N\OC(=O)c1cccc(C(F)(F)F)c1)c1cnccn1 | i | 0.68
COc1ccc(-c2nc(CS(=O)CC(=O)NCCc3ccc(OC)c(OC)c3)c(C)o2)cc1 (stereo not drawn) | i | -0.84
Cc1cc(C)c2c(=O)[nH]c(SCC(=O)Nc3ccc(Br)cc3)nc2n1 | i | -0.19
C#CCn1cc(C=C2C(=O)c3ccccc3C2=O)c2ccccc21 | i | -1.8
NC(=O)CN1CCN(C(=O)Nc2ccccc2)CC1 | i | -1.3
CCOC(=O)/C=C1\CC(=O)Nc2nonc2N1 | i | 1.5
NC(=O)C1CCN(C2=C(NS(=O)(=O)c3ccccc3)C(=O)c3ccccc3C2=O)CC1 | i | 1.3
